DYRK1A inh: Dyrk1A (rat) kinase inhibition; ADP-Glo luminescence, NFATc1 peptide; Q63470; 310,000 tested, 0.43% active; inhibition, % at 12.5 µM; in the data active means inhibition above about 50%;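 further: plate controls were vehicle with enzyme for no effect and no enzyme for full effect; many of its hits are not listed in these tables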
HSF1 inh: HSF1 inhibition | 300,000 tested, 0.77% active | activity change, negative = inhibition, % at 7.5 µM (by protocol) | AID 2098 | NIH3T3-HGL HSE-luciferase, MG132-induced, luminescence 8 h; hits give low values;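 active means more than half of replicate wells show activity change below -50%, luminescence cut by over half; inconclusive means some wells, but at most half, below -50%; inactive means no replicate well below -50%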;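 further: luciferase reports HSF-1 transcriptional activity via heat shock element; 0% = median of DMSO wells and -100% = zero luminescence signal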
HSF-1 act: increases HSF-1 driven luciferase reporter signal; NIH3T3-HGL HSF-1 luciferase reporter, MG132, 8 h; 100% = twice DMSO control signal; activation, % at 9 µM; 300,000 tested, 1.7% active;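 active means mean replicate activation of at least 50% with a set share of replicates each reaching 50%; inconclusive means only one of those two conditions met; inactive means mean below 50% and too few replicates reaching it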;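 further: 0% = median of the neutral control wells and 100% = twice that signal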
PolyA inh: inhibitors of polyadenylation in S. cerevisiae. S. cerevisiae SKY197-pL101 polyadenylation reporter, beta-gal luminescence; efflux-impaired pdr1/pdr3 knockout yeast; score 100 = 6 SD above DMSO. calls only at 12 µM. 300,000 tested, 0.02% active;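 active means lowest replicate activity score at least 50, where 100 means six control SD above control mean; inconclusive means lowest score under 50 but half or more replicates reach 50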;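 further: yeast exposed to compound for 9 h at 30 °C; higher score means more reporter readthrough which indicates perturbed polyadenylation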
Platelet DG rel: platelet dense granule release activity | inhibition, %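 (compounds screened at 7.5 µM in platelet-rich plasma)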 | human platelet-rich plasma, SFLLRN dense granule ATP release, luminescence | AID 1663 | 300,000 tested, 0.22% active;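 active means mean replicate score, as percent of positive control, at or above 50; inconclusive means mean below 50 but at least one replicate at or above 50; inactive means mean and every replicate below 50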
HSP90 inh: inhibitors of HSP90 luciferase refolding in rabbit reticulocyte lysate | inhibition, % at 5.6 µM | 290,000 tested, 0.91% active | luciferase refolding luminescence, 3 h;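 active means inhibition above the screen-wide mean plus 3 SD, computed separately per campaign, cut at about 16% in these data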;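 further: 0% = DMSO wells and 100% = 60 µM geldanamycin wells; inhibitors lower the luminescence because luciferase stays unfolded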
AI-2 QS mod: modulates the Vibrio harveyi AI-2 quorum sensing system | Vibrio harveyi JMH597 AI-2 luminescence/OD600 ratio, 9 h; hits give low values; strain lacks LuxN and CqsS sensors; 0 = neutral-control median | activity change, % at 7.5 µM | 300,000 tested, 0.4% active; in the data active means activity change below about -75%, passing the limit was not always enough; inconclusive means no clear call, values can overlap the other calls;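 further: luminescence divided by OD600 gain over 9 h not by final OD600 alone; inactives centre near 13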
GSK3 alpha inh: blocks human GSK-3 alpha kinase | 320,000 tested, 0.1% active | AID 2650 | P49840 | inhibition, % at 10 µM | ADP-Glo luminescence, 60 min;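 in the data active means inhibition above about 50%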;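 further: GST-tagged GSK-3 alpha with peptide substrate and 25 µM ATP; 0% = DMSO neutral wells and 100% = GW8510 positive control wells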
Target sequence (P49840 whole entry, looked up): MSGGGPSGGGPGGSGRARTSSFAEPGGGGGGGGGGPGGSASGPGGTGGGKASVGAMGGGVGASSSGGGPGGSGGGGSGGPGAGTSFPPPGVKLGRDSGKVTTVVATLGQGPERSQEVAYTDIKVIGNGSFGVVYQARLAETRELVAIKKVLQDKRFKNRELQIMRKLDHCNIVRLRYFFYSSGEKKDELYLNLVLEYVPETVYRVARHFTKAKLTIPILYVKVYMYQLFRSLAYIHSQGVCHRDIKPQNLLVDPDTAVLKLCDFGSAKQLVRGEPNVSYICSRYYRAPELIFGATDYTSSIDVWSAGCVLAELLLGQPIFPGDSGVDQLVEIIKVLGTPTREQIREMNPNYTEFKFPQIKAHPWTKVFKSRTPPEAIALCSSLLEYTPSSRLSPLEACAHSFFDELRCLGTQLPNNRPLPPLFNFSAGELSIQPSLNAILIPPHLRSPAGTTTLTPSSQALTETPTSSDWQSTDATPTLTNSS
GSK3B inh: inhibitors of human GSK3beta kinase; activity score (negative = inhibition), % at 10 µM; P49841; 300,000 tested, 0.038% active; GST-GSK3beta kinase, ADP-Glo luminescence, 60 min; hits give low values;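 active means more than half of replicate wells score below -50%, meaning over 50% inhibition versus plate controls; inconclusive means some replicates but at most half score below -50%; inactive means no replicate scores below -50%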;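 further: 0% = median DMSO wells and -100% = median GW8510 positive control wells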
Target sequence (P49841 whole entry, looked up): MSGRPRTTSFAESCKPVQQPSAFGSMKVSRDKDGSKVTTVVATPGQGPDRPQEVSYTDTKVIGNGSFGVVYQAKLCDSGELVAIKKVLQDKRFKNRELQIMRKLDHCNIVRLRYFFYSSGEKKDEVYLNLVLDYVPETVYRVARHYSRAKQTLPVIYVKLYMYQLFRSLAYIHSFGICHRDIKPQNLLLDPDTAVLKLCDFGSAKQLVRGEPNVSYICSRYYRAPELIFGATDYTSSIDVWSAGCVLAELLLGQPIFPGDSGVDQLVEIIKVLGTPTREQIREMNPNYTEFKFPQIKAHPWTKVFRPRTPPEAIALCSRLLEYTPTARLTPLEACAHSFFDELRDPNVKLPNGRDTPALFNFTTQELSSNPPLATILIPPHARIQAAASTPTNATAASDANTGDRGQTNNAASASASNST
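Assay system: GST-fused GSK3beta enzyme, cell-free / Medium: Tris pH 7.5 buffer with MgCl2, DTT, BSA, heparin / Also added: peptide substrate plus 25 µM ATP (final) / Compound: 10 µM single point / Timing: kinase reaction with compound 60 min at room temperature / Detection: ADP-Glo luminescence / Benchmarks: DMSO neutral wells and GW8510 at 20 µM as positive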
HDAC3 inhib: inhibitors of human histone deacetylase 3. O15379. recombinant HDAC3, fluorogenic peptide/trypsin coupled, fluorescence. inhibition, % at 8.3 µM. 320,000 tested, 0.15% active; in the data active means inhibition above about 26%, passing the limit was not always enough; inconclusive means no clear call, values can overlap the other calls
Active calls of the source: *; i = inactive; ? = inconclusive; / = not tested or not shown.

DYRK1A inh	HSF1 inh	HSF-1 act	PolyA inh	Platelet DG rel	Compound	HSP90 inh	AI-2 QS mod	GSK3 alpha inh	GSK3B inh	HDAC3 inhib
7	-2	-7	i	7	COCCCNC(=O)c1c[nH]c2ccc(S(=O)(=O)N3CCC(C)CC3)cc2c1=O	-1	8	-1	-3	1
-1	-4	-7	i	0	COc1ccccc1Nc1nn2c(=O)c3ccc(C(=O)NCc4cccnc4)cc3nc2s1	20*	24	0	-2	3
-6	-10	-30	i	5	Cc1cc(C(=O)OCC(=O)Nc2cc(C(F)(F)F)ccc2N2CCOCC2)c(C)o1	0	4	0	-2	18
0	-2	-2	i	4	C/C(CC(=O)Nc1ccccn1)=N\NC(=O)c1cccc(C)c1	-1	7	-2	1	6
-1	-4	1	i	-13	O=C(CSc1ncn[nH]1)Nc1cccc(S(=O)(=O)N2CCCCCC2)c1	-1	-1	0	5	-2
6	-11	-14	i	13	CCOCCCNC(=O)CN1CCN(c2ccc(F)cc2)CC1	0	23	-6	-2	?
-5	-2	9	i	-12	Cc1ccccc1OCC(=O)NCCNC(=O)c1ccccn1	6	5	6	-4	-4
-4	-8	4	i	2	COc1ccc(NC(=O)CCSc2cc(C)c3ccccc3n2)cc1	2	32	/	2	8
1	-71*	-77	i	2	CSCC[C@H](NC(=O)C1CCN(S(=O)(=O)c2ccccc2)CC1)C(=O)NC1CC1	0	15	-3	0	2
-2	-3	13	i	-1	CCOC(=O)c1nc(SC)n(C)c1C(=O)OCC	-2	3	-2	-1	0
/	1	-17	i	1	COc1ccc(N2C(=O)CCC2=O)c(OC)c1	2	28	-7	-2	-1
7	/	/	i	6	COc1ccc(/C=C/C(=O)N(CC(C)C)CC(C)C)cc1Br	0	9	2	-5	0
8	39	46	i	7	CCc1ccccc1NC(=O)c1ccc(-c2csc(C)n2)cc1	-3	27	0	2	10
/	4	-1	i	-8	COc1ccc(-n2c(SCC(=O)Nc3cc(C)on3)nc3ccccc3c2=O)cc1Cl	-1	36	-4	2	-5
-2	4	-5	i	-12	Cc1[nH]c2ccccc2c1C(=O)COC(=O)c1c(-c2c(F)cccc2Cl)noc1C	1	10	1	2	17
27	-10	-7	i	1	Cn1c(=O)[nH]c(=O)c2c1nc(Br)n2CCSc1ncccn1	1	14	-3	2	-1
2	-2	-2	i	-5	Cc1ccc(C(=O)NCC(=O)N/N=C/c2cccs2)cc1[N+](=O)[O-]	-1	16	-3	-1	10
8	-4	-12	i	-24	CC(C)OC(=O)Nc1ccc(Oc2c(F)c(F)c(F)c(F)c2F)cc1	3	2	0	3	3
-6	-9	-17	i	1	CN(CCCNC(=O)Cn1cccc1C(=O)c1ccccc1)C1CCCCC1	-3	22	-2	2	4
4	7	-2	i	9	O=C(Nc1c(F)cccc1F)c1ccc2c(c1)CCN2S(=O)(=O)c1ccccc1	-4	22	-3	2	9
-3	-5	-7	i	2	CC(=O)N1CCc2cc(S(=O)(=O)NCCCN3CCC(C)CC3)ccc21	0	41	0	/	?
-6	-9	-11	i	-1	CCCCNC(=O)/C(=C/c1ccccc1)NC(C)=O	0	14	/	0	/
0	-3	-14	i	-2	Cc1nc(NCCC(C)C)c2nnn(Cc3ccccc3)c2n1	-1	18	-4	-3	-7
6	34	75*	i	0	c1ccc(N2CCN(c3cnc4ccccc4n3)CC2)cc1	1	17	-2	2	7
-1	-2	1	i	19	CSc1cccc(-c2nnc(NC(=O)c3cccc(N4C(=O)CCC4=O)c3)o2)c1	/	34	/	3	/
-6	2	16	i	7	Cc1cnc(NC(=O)Cc2ccccc2F)s1	-8	20	2	5	-2
-7	21	41	i	3	O=C(Nc1cnn(Cc2ccc(F)cc2)c1)c1noc2c1CCCC2	-3	35	0	1	/
1	-1	19	i	4	Cc1ccccc1NNC(=O)C(=O)NNc1ccccc1C	2	16	6	4	1
2	33	46	i	-8	COc1ccc(OCc2cc(C(=O)N3CCCC3)no2)c2ccccc12	6	-6	0	-1	-6
-4	2	12	i	-4	O=C(Nc1nnc(-c2ccc(Cl)s2)o1)C1CC1	2	-28	0	-7	-5
/	-1	21	i	13	COc1ccc(N2Cc3ccc(C(=O)N/N=C\c4ccc(O)cc4O)cc3C2)cc1	4	26	0	0	4
-2	-1	-1	i	1	O=C(O)CC1c2ccccc2CCN1S(=O)(=O)c1ccc(F)cc1 (stereo not given)	3	10	-3	3	0
1	2	10	i	5	Cc1cccc(C)c1NC(=S)NCCc1ccccn1	-1	11	-1	4	-14
-5	-34	-49	/	-1	O=C(O)C1CCN(c2ccc([N+](=O)[O-])cc2[N+](=O)[O-])CC1	-1	-3	-2	0	2
0	10	3	i	-3	O=C(Nc1ccc2oc(-c3ccncc3)nc2c1)c1ccccc1F	0	-2	-1	-5	0
-3	-1	-22	i	-1	Cc1ccc2oc(=O)c3cnn(CC(=O)NCCC(C)C)c3c2c1	0	26	-1	0	9
9	8	0	i	-4	Cn1c(N)c(C#N)c2c(c1=S)CSC(C)(C)C2	3	26	-1	0	-3
3	2	15	i	-27	COc1ccc(C2C3=C(CC(C)(C)CC3=O)Nc3c2c(=O)[nH]c(=O)n3Cc2ccccc2)cc1 (stereo not given)	4	-6	/	0	4
0	1	5	i	6	Cc1ccc(N(Cc2cc3ccccc3[nH]c2=O)C(=O)c2cccs2)cc1	6	12	-1	-1	7
-15	-4	-9	i	1	CC1(C)c2[nH]c3ccccc3c2C[C@@H]2C(=O)N(Cc3ccccc3Cl)C(=O)N21	/	-1	-3	-5	-8

Reformatted with tabs: entries from further up.
compound	DYRK1A inh	HSF1 inh	HSF-1 act	PolyA inh	Platelet DG rel	HSP90 inh	AI-2 QS mod	GSK3 alpha inh	GSK3B inh	HDAC3 inhib
Cn1c(N)c(C#N)c2c(c1=S)CSC(C)(C)C2	9	8	0	i	-4	3	26	-1	0	-3
O=C(Nc1nnc(-c2ccc(Cl)s2)o1)C1CC1	-4	2	12	i	-4	2	-28	0	-7	-5

Next part.
DYRK1A inh	HSF1 inh	HSF-1 act	PolyA inh	Platelet DG rel	Compound	HSP90 inh	AI-2 QS mod	GSK3 alpha inh	GSK3B inh	HDAC3 inhib
2	-4	4	i	5	Cc1nnsc1C(=O)N1CCC(CO)(Cc2ccccc2Cl)CC1	-3	9	-4	-4	/
/	2	11	i	-2	CC(C)(C)c1cc(CCC(=O)NN)cc(C(C)(C)C)c1O	1	5	1	1	-3
-3	-1	-14	i	-2	CCCCn1c(N)c(N(CCOC)C(=O)COC(=O)/C=C/c2ccc(Br)cc2)c(=O)[nH]c1=O	3	4	-2	-6	-1
-4	7	-9	i	6	Cc1ccc(-c2nn(-c3ccccc3)cc2/C=C2\SC(=S)N(CC(=O)O)C2=O)cc1	3	31	1	3	0
2	-10	9	i	5	CCC(C)(C)NC(=O)CN(C(=O)CCC(=O)Nc1ccccn1)c1ccc2c(c1)OCO2	0	17	0	3	7
19	-5	17	i	-75	Cc1ccc(N=C2NC(=O)/C(=C\c3ccsc3)S2)c(C)c1	1	14	2	-2	4
3	22	59*	i	-1	Cc1ccc(C(=O)/C=C/Nc2cccc([N+](=O)[O-])c2)o1	1	18	-1	0	-3
0	32	44	i	-10	CCOC(=O)c1ccc(NC(=O)CSc2nc(SC)ns2)cc1	-5	3	-3	1	5
-2	-61*	-70	i	4	CCN(CC)S(=O)(=O)c1cc(C(=O)Nc2cc(C)on2)ccc1Cl	-1	14	0	0	-8
-2	-12	-20	i	-1	Nc1nc(-c2ccccc2)cc(N2CCCCC2)n1	5	20	0	-1	-5
-2	-6	-7	i	-9	CCOC(=O)c1c(-c2ncc(C(F)(F)F)cc2Cl)noc1C	-2	21	0	-1	2
-1	1	8	i	-2	O=C(Nc1cccc2ccccc12)/C(=C/c1cccc([N+](=O)[O-])c1)NC(=O)c1cccs1	4	14	3	5	-10
-7	-5	-2	i	-3	CCOC(=O)N1CCN(C(=O)c2cc(OC)c(OC)c(OC)c2)CC1	8	-9	-2	0	0
-3	-3	19	i	1	Cc1cc(C)c[n+](C[n+]2cc(C)cc(C)c2)c1	1	14	2	5	-4
11	-11	0	i	10	O=C(CSc1nc(-c2ccco2)cc(C(F)(F)F)n1)N1CCc2ccccc2C1	2	1	-2	-6	4
-3	4	17	i	-4	O=C(CSc1nc2c(c(=O)n1-c1ccc(Cl)cc1)SCC2)N1CCCC1	-2	-2	/	4	2
0	-2	-21	i	4	Cc1cc2c(cc1C)C(c1cc(Br)ccc1F)CC(=O)N2 (stereo not given)	-6	10	-2	-6	-7
-6	12	2	i	7	Cc1cccc(N(Cc2ccc(Cl)cc2)S(C)(=O)=O)c1	1	14	-3	1	-1
-7	-3	-5	i	2	CCc1ccc(S(=O)(=O)Nc2c(C)nc3nc[nH]n3c2=O)cc1	-1	63	0	2	-7
-6	11	16	i	-1	CC(C)(C)c1ccc(C(=O)c2c[nH]c(C(=O)NCC3CCCO3)c2)cc1 (stereo not given)	2	29	-9	-1	8
/	6	33	i	-2	NNC(=O)c1sc2nc(N3CCOCC3)c3c(c2c1N)CCCC3	2	15	-3	0	-13
-1	5	15	i	19	CCOC(=O)c1ccc(NC(=O)CSc2nc(=O)n(CCN3CCOCC3)c3c2CCC3)cc1	/	10	/	-2	/
3	-19	-8	i	5	O=C(NC(=S)NNC(=O)c1ccco1)c1ccc(Br)cc1	-1	-128*	2	0	6
-9	9	34	i	9	CCc1ccc(OCC2NCCc3cc(OC)c(OC)cc32)cc1 (stereo not given)	-1	7	1	-1	-6
-4	-1	9	i	4	COCC(=O)Nc1cc(OC)ccc1OC	1	46	-3	2	1
0	-7	3	i	-3	O=C(O)COc1ccc(NC(=O)c2ccc(NC(=O)c3ccco3)cc2)cc1	1	18	0	2	0
0	0	-1	i	1	CC1=C(C(=O)N2CCOCC2)C(c2ccccc2F)NC(=O)N1 (stereo not given)	-1	24	-6	-4	-5
7	/	/	/	/	COc1ccc(C2C(C#N)=C(N)Oc3cc(C)[nH]c(=O)c32)c(OC)c1OC (stereo not given)	9	24	-1	/	-7
4	2	27	i	21	Cc1cc(C)nc(N(C#N)Cc2ccccc2Cl)n1	-2	-1	-2	0	-2
0	88	105*	i	6	O=C(COC(=O)C1CC2C=CC1C2)Nc1ccc2c(c1)OC(F)(F)O2 (stereo not given)	2	12	-4	0	?
0	-4	4	i	4	CNCc1ccccc1Sc1ccc(O)c(O)c1	-5	34	1	4	2
-2	3	0	i	-2	C/C(=N\NC(=S)Nc1ccc(F)cc1)C1CC1	8	13	-1	-2	-3
2	-3	4	i	-1	COc1ccc(-n2ncc3c(=O)n(CC(=O)NC(C)C)cnc32)cc1	1	17	-2	0	0
13	62	72*	i	8	CCOC(=O)CNc1c(-c2ccc(O)cc2)nc2ccc(Cl)cn12	-2	13	1	0	2
8	-3	9	i	-1	CCCS(=O)(=O)c1nc(S(=O)(=O)c2ccc(C)cc2)c(N2CCC(O)CC2)s1	2	36	0	4	9
57*	-19	-6	i	-12	COC(=O)c1cccc2c1-c1ccccc1/C2=N/O	-3	16	17	-4	1

Only part of the results is shown; count on the stated rates, not on these rows.
